Screening results from PubChem.
hIAP inh – human IAP inhibition; P09923; purified IAP, CDP-Star luminescence, 30 min; inhibition, % at 10 µM; 330,000 tested, 0.12% active;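 active means inhibition reaching a set limit with compound at 10 µM in the primary screen, cut at about 35% in these data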;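 further: plate controls were DMSO wells with enzyme for no effect and no-enzyme buffer wells for full effect; values of inactives mirror those of a sister screen read the other way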
Target sequence (P09923 whole entry, looked up): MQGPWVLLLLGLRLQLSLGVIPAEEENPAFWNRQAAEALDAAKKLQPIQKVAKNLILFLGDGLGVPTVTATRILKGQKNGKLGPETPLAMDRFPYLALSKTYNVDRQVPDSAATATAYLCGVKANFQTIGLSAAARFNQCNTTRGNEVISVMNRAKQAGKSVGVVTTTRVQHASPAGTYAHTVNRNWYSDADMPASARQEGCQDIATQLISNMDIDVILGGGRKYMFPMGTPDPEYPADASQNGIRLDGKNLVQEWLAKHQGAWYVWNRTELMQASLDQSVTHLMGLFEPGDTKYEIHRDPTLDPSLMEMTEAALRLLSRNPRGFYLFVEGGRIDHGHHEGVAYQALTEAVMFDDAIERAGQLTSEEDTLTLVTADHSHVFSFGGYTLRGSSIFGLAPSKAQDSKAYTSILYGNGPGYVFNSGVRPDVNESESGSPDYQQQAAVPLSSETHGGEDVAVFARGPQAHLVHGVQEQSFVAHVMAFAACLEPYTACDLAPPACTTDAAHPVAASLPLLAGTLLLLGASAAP
A3G deaminase – APOBEC3G (human) deaminase inhibition. recombinant A3G, ssDNA deamination FAM/TAMRA fluorescence. inhibition, % at 20 µM. 330,000 tested, 0.28% active. AID 493012;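 active means inhibition of at least 40% at 20 µM, with no more than 30% in the related APOBEC3A deaminase screen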;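 further: plate controls were DMSO wells with A3G for no effect and wells lacking A3G enzyme for full effect; some compounds called inactive have numbers as strong as hits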
APOBEC3A inh – blocks human APOBEC3A ssDNA deamination | P31941 | recombinant A3A, FAM/TAMRA ssDNA deamination fluorescence | inhibition, % at 20 µM | 330,000 tested, 0.41% active;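 active means at least 40% inhibition at 20 µM here, with at most 30% in a related deaminase screen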;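 further: plate controls were A3A with DMSO for no effect and wells lacking A3A enzyme for full effect; some results filed as inactive read as strong as hits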
MIN6 prolif – inducers of beta-cell replication in MIN6 cells | MIN6 cells proliferation, ATPlite luminescence, 48 h; cells starved in 0.2% serum; 100% = growth in 10% serum | proliferation, % at 10 µM | 330,000 tested, 0.29% active;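 active means compounds whose signal lies at least 3.5 SD above the mean of all wells on their plate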;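 further: 0% = DMSO-treated cells in low-serum medium and 100% = 10% serum control; some compounds called inactive have numbers as strong as hits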
mIAP block – blocks mouse intestinal alkaline phosphatase. purified mouse IAP, CDP-Star luminescence, 30 min. inhibition, % at 10 µM. 330,000 tested, 0.2% active. AID 2806;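 active means inhibition of at least 40% at 10 µM in the primary screen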;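 further: plate controls were DMSO with enzyme for no effect and no enzyme wells for full effect; values of inactives mirror those of a sister screen read the other way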
MPTP inh – blocks calcium-induced mitochondrial swelling; inhibition, % at 10 µM; AID 602449; 360,000 tested, 1.4% active; isolated mouse mitochondria, Ca2+ swelling absorbance, 30 min;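 active means inhibition of 50% or more, scaled per plate between neutral and stimulator controls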;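 further: 0% = DMSO wells given calcium and 100% = 1 mM EGTA wells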
ATG4B inhibitor – inhibitors of human ATG4B cysteine protease. ATG4B cleavage of LC3-PLA2, NBD-HPC fluorescence, 1 h. inhibition, % at 8.33 µM. 340,000 tested, 0.51% active; in the data active means inhibition above about 40%
Target sequence (Q9Y4P1 whole entry, looked up): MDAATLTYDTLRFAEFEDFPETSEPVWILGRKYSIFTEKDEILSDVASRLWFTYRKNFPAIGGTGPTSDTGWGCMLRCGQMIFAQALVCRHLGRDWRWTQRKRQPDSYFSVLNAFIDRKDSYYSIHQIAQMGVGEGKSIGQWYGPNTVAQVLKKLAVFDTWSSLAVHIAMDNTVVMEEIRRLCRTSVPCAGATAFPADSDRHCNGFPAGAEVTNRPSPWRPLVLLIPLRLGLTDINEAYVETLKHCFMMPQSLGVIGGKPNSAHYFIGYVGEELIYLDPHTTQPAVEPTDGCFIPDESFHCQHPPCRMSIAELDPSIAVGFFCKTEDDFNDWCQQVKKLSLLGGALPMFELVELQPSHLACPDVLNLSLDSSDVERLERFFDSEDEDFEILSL
mIAP act – increases mouse intestinal alkaline phosphatase activity; activation factor at 10 µM; muIAP, CDP-Star luminescence, 30 min; stronger effect = higher value; 1 = vehicle-only enzyme signal, 0 = enzyme-free wells; 330,000 tested, 0.24% active;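 active means activation factor of at least 2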; further: the source names both 10 and 20 µM as test concentration; values of inactives mirror those of a sister screen read the other way
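Assay system: mouse IAP enzyme; Reagent: CDP-Star chemiluminescent phosphatase substrate; Compound: DMSO-dissolved test compounds; Incubation: 30 min, room temperature; Technique: luminescence from enzymatic CDP-Star hydrolysis; Controls: DMSO-only wells and no-enzyme negative control.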
hIAP activ – increases human intestinal alkaline phosphatase activity; purified human IAP, CDP-Star luminescence, 30 min; stronger effect = higher value; 1 = vehicle-only enzyme, 0 = enzyme-free background; activation factor at 10 µM; 330,000 tested, 0.16% active;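 active means activation factor of the enzyme at least 2-fold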; further: the source names both 10 and 20 µM as test concentration; values of inactives mirror those of a sister screen read the other way
* marks the source's active call; other numbers are inactive results.

1) O=C1c2ccccc2C(O)(c2ccccc2)N1CCc1ccccc1 (configuration not stated)
2) CCOC(=O)c1cc(-c2ccc(C)cc2)nc2nc(SC)[nH]c(=O)c12
3) COc1ccc(NC(=O)CN(c2ccccc2F)S(=O)(=O)c2ccc(C)cc2)cc1
4) O=C(O)COCC(=O)N1CCN(C(c2ccccc2)c2ccccc2)CC1
5) CCN1CCN(C(=O)/C=C/c2ccc([N+](=O)[O-])cc2)CC1
6) CCn1c(-c2cccnc2)n[nH]c1=S
7) CCC(=O)NCCNc1nc2cc(C)c(C)cc2cc1C#N
8) CCC1CCC(c2nnc(-c3ccc([N+](=O)[O-])cc3)o2)CC1 (configuration not stated)

Compound,1,2,3,4,5,6,7,8
hIAP inh,-11,-3,-3,14,0,8,16,4
A3G deaminase,-5,-4,-3,-5,-2,-13,-7,-10
APOBEC3A inh,1,0,-5,-2,5,-7,-6,-4
MIN6 prolif,-2,-2,-4,-3,0,0,-1,0
mIAP block,2,-6,-32,0,5,-3,-10,8
MPTP inh,-0.6,-6.5,0.2,0.2,-0.7,-1.4,0.2,-0.7
ATG4B inhibitor,14,10,0,-9,4,-1,-5,-4
mIAP act,0.98,1.1,1.3,1,0.95,1,1.1,0.92
hIAP activ,1.1,1,1,0.86,1,0.92,0.84,0.96

9) CN(C(=O)CSc1nnc(-c2ccccc2F)o1)c1ccccc1
10) CN(Cc1ccccc1)c1nc(N)c([N+](=O)[O-])c(NCc2ccccc2)n1
11) COc1ccc(-c2csc(NC(=O)c3cccs3)c2C(=O)O)cc1OC
12) COc1ccc(C)cc1N(C(=O)COc1cccc(F)c1)c1nc2ccccc2s1
13) Cc1ccc(NS(=O)(=O)c2ccc3c(c2)NC(=O)C(C)C(=O)N3)c(Br)c1 (configuration not stated)
14) OCc1ccc(-c2nn(Cc3ccccc3)c3ccccc23)o1
15) CC(C)N1CSC(=S)N(Cc2ccccc2)C1
16) CCc1ccccc1NC(=O)Nc1cccc(F)c1

Compound,9,10,11,12,13,14,15,16
hIAP inh,6,13,0,7,6,3,2,6
A3G deaminase,-9,-7,-13,8,0,-4,3,-5
APOBEC3A inh,1,0,0,1,-2,-3,3,-5
MIN6 prolif,3,-5,0,0,2,0,-6,1
mIAP block,2,11,1,-9,9,-17,15,-75
MPTP inh,-0.7,5.6,0.4,1.0,-0.6,-0.9,1.1,76*
ATG4B inhibitor,1,38,0,-16,-10,-14,4,37
mIAP act,0.98,0.89,0.99,1.1,0.91,1.2,0.85,1.8
hIAP activ,0.94,0.87,1,0.93,0.94,0.97,0.98,0.94

Only mIAP act, for four of the compounds above:
cpd	mol	mIAP act
10	CN(Cc1ccccc1)c1nc(N)c([N+](=O)[O-])c(NCc2ccccc2)n1	0.89
14	OCc1ccc(-c2nn(Cc3ccccc3)c3ccccc23)o1	1.2
13	Cc1ccc(NS(=O)(=O)c2ccc3c(c2)NC(=O)C(C)C(=O)N3)c(Br)c1 (configuration not stated)	0.91
15	CC(C)N1CSC(=S)N(Cc2ccccc2)C1	0.85

An excerpt of these results, with two lines to a compound:
Sequence of screens: hIAP inh | A3G deaminase | APOBEC3A inh | MIN6 prolif | mIAP block | MPTP inh | ATG4B inhibitor | mIAP act | hIAP activ
#4 O=C(O)COCC(=O)N1CCN(C(c2ccccc2)c2ccccc2)CC1
    14 | -5 | -2 | -3 | 0 | 0.2 | -9 | 1 | 0.86
#5 CCN1CCN(C(=O)/C=C/c2ccc([N+](=O)[O-])cc2)CC1
    0 | -2 | 5 | 0 | 5 | -0.7 | 4 | 0.95 | 1

Continuation.
17) COc1ccc(S(=O)(=O)O/N=C2\CCCc3ccccc32)cc1
18) Cc1cccc2cc(C#N)c(NCCCn3ccnc3)nc12
19) NNC(=O)CNC(c1ccccc1)c1cc(Br)ccc1N (configuration not stated)
20) O=C(CSc1ncccc1C(=O)O)c1ccc2ccccc2c1
21) CN(C)c1ccc(/C=C/C(=O)c2cccnc2)cc1
22) COc1ccc(C(C)=O)cc1COC(=O)CCNS(=O)(=O)c1ccc(C)c(C)c1
23) Cc1ccc(NS(=O)(=O)c2cc([N+](=O)[O-])ccc2N/N=C/c2sc(N3CCOCC3)nc2-c2ccccc2)c(C)c1
24) Cc1ccc(OCC(=O)NC2CCS(=O)(=O)C2)c([N+](=O)[O-])n1 (configuration not stated)

Compound,17,18,19,20,21,22,23,24
hIAP inh,10,-12,-15,-14,-22,7,34,2
A3G deaminase,-1,-6,6,-5,-34,-8,-4,-5
APOBEC3A inh,0,-4,-3,0,-20,1,-5,1
MIN6 prolif,-1,0,1,-4,-5,2,-6,2
mIAP block,9,6,0,1,2,-1,19,3
MPTP inh,-2.0,0.3,-2.6,-0.6,3.7,-0.6,24,-1.6
ATG4B inhibitor,3,1,-5,3,-5,0,-2,-9
mIAP act,0.91,0.94,1,0.99,0.98,1,0.81,0.97
hIAP activ,0.9,1.1,1.1,1.1,1.2,0.93,0.66,0.97

From entry 19 as far as 21, as listed above:
19) NNC(=O)CNC(c1ccccc1)c1cc(Br)ccc1N (configuration not stated)
20) O=C(CSc1ncccc1C(=O)O)c1ccc2ccccc2c1
21) CN(C)c1ccc(/C=C/C(=O)c2cccnc2)cc1

Compound,19,20,21
hIAP inh,-15,-14,-22
A3G deaminase,6,-5,-34
APOBEC3A inh,-3,0,-20
MIN6 prolif,1,-4,-5
mIAP block,0,1,2
MPTP inh,-2.6,-0.6,3.7
ATG4B inhibitor,-5,3,-5
mIAP act,1,0.99,0.98
hIAP activ,1.1,1.1,1.2

New compounds follow
25) CN1C(=O)/C(=C\c2ccccc2OCc2ccccc2)SC1=S
26) Cc1ccccc1Nc1nc(N)nc(CSc2nc3ccccc3c(=O)n2C)n1
27) COC(=O)Nc1nn(-c2ccc(Cl)cc2)c(=O)c(C#N)c1C
28) O=C(CC(O)CCc1ccccc1)c1ccc(O)cc1 (configuration not stated)
29) COCCn1c(=NC(=O)CCS(=O)(=O)c2ccccc2)sc2cc(F)ccc21
30) COc1cc(CNC2CCCCCCC2)ccc1OCC(N)=O
31) CCOC(=O)Cn1cnc2c(sc3nc(C)cc(C)c32)c1=O
32) Cc1ccc(S(=O)(=O)NC(=NC(C)C)c2ccccc2)cc1

Compound,25,26,27,28,29,30,31,32
hIAP inh,18,13,-14,-4,-21,-22,-6,-5
A3G deaminase,0,-10,-2,-3,-3,-8,-6,-2
APOBEC3A inh,0,-5,6,0,3,2,-3,2
MIN6 prolif,1,-2,0,-3,-6,-1,-2,4
mIAP block,2,3,-2,3,-3,-4,-11,5
MPTP inh,-0.1,57*,-0.6,0.5,-0.5,-0.2,-0.8,-0.7
ATG4B inhibitor,-8,-1,2,-21,7,5,0,-3
mIAP act,0.98,0.97,1,0.97,1,1,1.1,0.95
hIAP activ,0.82,0.87,1.1,1,1.2,1.2,1.1,1.1

33) O=C(Cc1cccc2ccccc12)Nc1ccccc1Br
34) O=[N+]([O-])c1cccc(S(=O)(=O)Nc2ccc(-c3ccc(N4CCOCC4)nn3)cc2)c1
35) CCCc1cc(C(=O)Nc2ccc(C(=O)c3ccccc3)cc2)n(C)n1
36) O=C(c1ccc(NS(=O)(=O)c2cccc3cccnc23)cc1)N1CCCCC1
37) CC1C/C(=N/N2C(=O)CSC2=S)CC(C)(C)C1 (configuration not stated)
38) Cc1ccc(/C=C2/SC(=S)N(CCCC(=O)Nc3cc([N+](=O)[O-])ccc3O)C2=O)cc1
39) Nc1nc(SCC(=O)NC2CCCCC2)n[nH]1
40) CCc1sc(NC(=O)CN2CCC(C(N)=O)CC2)nc1-c1ccccc1

Compound,33,34,35,36,37,38,39,40
hIAP inh,14,-2,34,-2,-7,15,-13,-11
A3G deaminase,-3,-2,6,-4,-7,-2,-4,-5
APOBEC3A inh,-6,0,0,-2,-6,3,-1,-6
MIN6 prolif,0,-3,-6,2,3,-7,-1,-3
mIAP block,-5,-7,-15,5,18,19,9,8
MPTP inh,0.0,-0.2,2.3,0.5,-0.3,64*,0.0,1.5
ATG4B inhibitor,-2,4,14,-5,-3,0,-4,13
mIAP act,1.1,1.1,1.2,0.95,0.82,0.81,0.91,0.92
hIAP activ,0.86,1,0.66,1,1.1,0.85,1.1,1.1

41) COc1cccc(NC(=O)CSc2nc3ccccc3c(=O)n2Cc2cccs2)c1
42) CCN(CCS(=O)(=O)c1ccc(Cl)cc1)C(=O)Nc1ccccc1
43) C[C@H](NC(=O)c1nc[nH]c1C(=O)N[C@H](C)c1ccccc1)C(=O)OC(C)(C)C
44) CCc1ccc(NC(=O)C(C)OC(=O)C2CCC(=O)N2)cc1 (configuration not stated)
45) COc1ccc(NC(=O)CN(C)C(=O)c2cccnc2Sc2ccc(C)c(C)c2)cc1
46) CCCc1cc(-c2n[nH]c(=S)n2CC(C)C)cs1
47) Cc1c(Cc2ccc3c(c2)OCO3)sc(NC(=O)c2cccc3ccccc23)c1C(N)=O

Compound,41,42,43,44,45,46,47
hIAP inh,4,-16,-58,20,-18,-43,16
A3G deaminase,-9,-6,-1,-9,-1,8,13
APOBEC3A inh,-3,-3,-1,-1,1,-1,-1
MIN6 prolif,1,4,1,-1,0,0,-6
mIAP block,-17,2,0,5,-8,-1,3
MPTP inh,3.3,3.2,-1.2,-0.8,0.0,0.2,0.6
ATG4B inhibitor,-6,-7,-7,-3,-7,-4,-9
mIAP act,1.2,0.98,0.99,0.95,1.1,1,0.97
hIAP activ,0.96,1.2,1.6,0.8,1.2,1.4,0.84
